GPR7 antag: antagonists of human GPR7 (neuropeptides B/W receptor 1). P48145. GPR7-expressing cells, fluorescence antagonist assay. inhibition, % at 4.4 µM. hit rate 1.1% among 290,000. AID 1861; in the data active = inhibition above about 16%, passing the limit was not always enough;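 also: cells stimulated with the agonist NPW; 0% = agonist with vehicle and 100% = vehicle without agonist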
MEKK2wt PB1 HTS: raises or lowers MEK5 binding to wildtype human MEKK2 PB1 domain. Q9Y2U5. bead flow cytometry, Alexa488-MEK5 binding to MEKK2 WT; actives lie on both sides. binding response (% of control), % at 10 µM. hit rate 1.1% among 290,000; in the data active = binding response below about 67% or above about 130%
OXTR agonist: activates the human oxytocin receptor | hit rate 0.32% among 320,000 | CHO-OTR cells, Fluo-8 calcium fluorescence; normalized: DMSO 0%, oxytocin 100% | P30559 | activation, % at 3 µM | AID 2435;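 active = activation above the mean of all tested compounds plus 3 SD, cutoff set per screening run, cut at about 20% in these data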;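 also: peak over basal fluorescence ratio from a 100 s FLIPR kinetic read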
Target sequence (P30559 whole entry, looked up): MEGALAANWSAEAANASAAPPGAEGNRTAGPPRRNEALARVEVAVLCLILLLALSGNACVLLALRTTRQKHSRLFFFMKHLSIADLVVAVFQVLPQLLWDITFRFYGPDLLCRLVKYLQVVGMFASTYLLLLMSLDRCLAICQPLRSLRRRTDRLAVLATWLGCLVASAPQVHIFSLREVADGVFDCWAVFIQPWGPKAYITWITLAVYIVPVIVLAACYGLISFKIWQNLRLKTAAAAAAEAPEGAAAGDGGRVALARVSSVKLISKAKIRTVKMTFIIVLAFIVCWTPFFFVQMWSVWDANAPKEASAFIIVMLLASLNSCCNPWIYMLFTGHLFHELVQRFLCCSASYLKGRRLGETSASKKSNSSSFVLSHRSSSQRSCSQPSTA
OXTR potentiator: potentiates the human oxytocin receptor response; P30559; CHO-OTR cells, Fluo-8 calcium fluorescence, potentiator mode; 0% = oxytocin EC15, 100% = EC100; hit rate 0.061% among 320,000; activation, % at 3 µM; AID 2445;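 active = activation above that plate's cutoff, the mean activation of tested compounds plus 3 SD, cut at about 6.6% in these data, passing the limit was not always enough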;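 also: 100% uses oxytocin at 75 nM as the full agonist control; some results filed as inactive read as strong as hits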
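assay system = CHO-OTR cells, human receptor | schedule = compound 6 min at room temperature before oxytocin, 100 s read | detection = Fluo-8 intracellular calcium fluorescence, ex 470-495, em 515-575 nm | evaluation = normalized max/min fluorescence ratio, % activation | control set = EC15 oxytocin alone as 0%, 75 nM oxytocin (EC100) as 100%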
GalR3 antag: blocks the human galanin receptor 3; O60755; HEK293 GalR3-CNG cAMP membrane potential fluorescence; galR3 body fused to GalR1 C-terminus; inhibition, % at 3 µM; hit rate 0.44% among 360,000; AID 651719;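 active = inhibition above the screen-wide average plus 3 SD, cut at about 13% in these data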;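 also: forskolin and galanin both at EC90 stimulate the cells; cAMP rise reported by CNG channel membrane potential dye signal; 0% = forskolin plus galanin with DMSO and 100% = forskolin alone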
Target sequence (O60755 1-299 limits assumed): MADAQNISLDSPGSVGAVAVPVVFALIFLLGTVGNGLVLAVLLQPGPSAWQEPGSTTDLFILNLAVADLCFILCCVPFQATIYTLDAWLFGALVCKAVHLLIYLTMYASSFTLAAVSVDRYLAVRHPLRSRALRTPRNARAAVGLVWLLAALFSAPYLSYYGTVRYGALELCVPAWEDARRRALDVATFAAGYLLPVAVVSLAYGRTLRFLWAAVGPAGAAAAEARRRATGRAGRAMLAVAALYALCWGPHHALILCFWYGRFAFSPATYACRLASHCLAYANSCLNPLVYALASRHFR
MEKK2mut PB1 HTS: signal of MEK5 binding to mutant human MEKK2 PB1 domain. percent response, % at 10 µM. hit rate 0.35% among 290,000. bead flow cytometry, Alexa488-MEK5 binding to MEKK2 mutant; in the data active = percent response above about 24%, passing the limit was not always enough; also: inactives centre near 1; some results filed as inactive read as strong as hits
NALP1 inh: NALP1 inhibition; S. cerevisiae NALP1/ASC/caspase-1 growth, X-gal OD620, 72 h; inhibition, % at 10 µM; hit rate 0.61% among 280,000; in the data active = inhibition mostly above about 24%, no sharp cut-off; inactive = mostly below about 32%; also: some compounds called inactive have numbers as strong as hits
PfM18AAP inh: blocks P. falciparum M18 aspartyl aminopeptidase; inhibition, % at 7.35 µM; hit rate 1.2% among 290,000; recombinant PfM18AAP, H-Glu-NHMec fluorogenic cleavage; AID 1822;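 active = inhibition above the campaign mean inhibition over all tested compounds plus 3 SD, cut at about 28% in these data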;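 also: 0% = plate median of test compound wells and 100% = 2 mM ZnCl2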
V1aR counter: V1a receptor agonism, counter-screen for OXTR agonists; P37288; CHO-V1R cells, Fluo-8 calcium fluorescence, agonist mode; 0% DMSO, 100% 3 nM vasopressin; activation, % at 3 µM; hit rate 0.25% among 320,000; AID 2797;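 active = activation above the mean activation of all tested compounds plus 3 SD, per screening run, cut at about 20% in these data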;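 also: signal is peak over basal fluorescence ratio across a 100 second FLIPR read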
Target sequence (P37288 whole entry, looked up): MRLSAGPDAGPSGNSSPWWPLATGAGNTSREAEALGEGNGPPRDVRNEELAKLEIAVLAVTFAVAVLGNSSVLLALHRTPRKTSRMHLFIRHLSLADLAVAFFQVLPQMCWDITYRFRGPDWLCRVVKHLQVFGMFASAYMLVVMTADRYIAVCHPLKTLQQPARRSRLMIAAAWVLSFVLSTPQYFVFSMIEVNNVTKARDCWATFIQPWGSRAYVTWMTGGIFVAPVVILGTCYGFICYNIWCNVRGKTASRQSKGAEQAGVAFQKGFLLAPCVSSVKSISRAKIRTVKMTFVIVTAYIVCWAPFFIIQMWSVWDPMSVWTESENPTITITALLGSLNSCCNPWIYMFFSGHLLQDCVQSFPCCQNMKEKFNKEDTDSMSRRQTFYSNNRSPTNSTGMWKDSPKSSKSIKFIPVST
Starred values were filed as active, the others as inactive; / = not tested or not shown; [ ] = remark or other dose.

SMILES	GPR7 antag	MEKK2wt PB1 HTS	OXTR agonist	OXTR potentiator	GalR3 antag	MEKK2mut PB1 HTS	NALP1 inh	PfM18AAP inh	V1aR counter
CC(NC(=O)c1ccc2c(c1)C(=O)N(Cc1cccnc1)C2=O)c1ccccc1 (stereo unspecified)	-3	103	-1.0	-1	-3	2	18	-10	1.3
CSCC(=O)NC1CCCc2c1cnn2-c1ccc(C)c(C)c1 (stereo unspecified)	-16	108	-1.7	-12	-10	3	1	-1	0.9
N#Cc1ccc(CN2CCN(C(=O)c3cn(Cc4ccccc4)nc3-c3cccnc3)CC2)cc1	/	/	-0.4	-4	-2	/	/	/	0.9
O=C(Nc1nnc(CCOCCOCCc2nnc(NC(=O)c3ccco3)s2)s1)c1ccco1	-9	101	0.1	-4	1	0	1	0	1.6
Cc1cc(=O)n2nc(N3CCCC3C(=O)Nc3cccc(F)c3)sc2n1 (stereo unspecified)	-4	109	-0.7	2	/	7	-7	6	1.2
CCOc1ccccc1CN1CCCC(C(=O)Nc2cccc(-n3cccn3)c2)C1 (stereo unspecified)	8	115	8.5	-17	-1	12	-15	11	5.5
CC(=O)CCC1CC(c2ccc(Cl)cc2)=NO1 (stereo unspecified)	/	/	1.0	1	-4	/	/	/	-0.2
O=c1[nH]c2ccc(Cl)cc2c(-c2ccccc2)c1SC(=S)N1CCCCC1	-6	95	0.9	-6	3	3	9	6	1.9
O=C(O)c1ccc(-c2nc(-c3ccc(Cl)cc3)cs2)cc1	1	104	/	/	0	-1	-11	-1	/
CCCS(=O)(=O)N1CCCC(C(=O)NCCCN2CCN(c3ccccc3F)CC2)C1 (stereo unspecified)	-11	97	-0.7	0	-4	2	4	8	0.1
CCOC(=O)N1CCN(CCC(=O)Nc2cc([N+](=O)[O-])ccc2OC)CC1	-3	98	-0.1	-10	-5	-2	36	3	0.6
C/C=C(\C)CN1CCN(c2cccc(C)c2C)CC1	1	100	-1.6	-1	-3	4	-2	-3	-1.6
Cc1ccc(CC2CC(=O)N(Cc3ccco3)C2=O)cc1 (stereo unspecified)	8	99	-0.7	-9	0	-4	-7	-2	-0.4
COC(=O)C(NS(=O)(=O)c1ccc(F)cc1)c1ccccc1 (stereo unspecified)	-7	94	-0.9	-2	-6	-6	-3	4	0.2
CCOC(=O)C1=C(N)N2C(=O)C(C)SC2=C(C(=O)OC)C1c1cccc(OC)c1 (stereo unspecified)	-8	87	-1.6	-6	-1	-5	-2	4	0.5

The last 2 entries of the part before open the next one:
SMILES	GPR7 antag	MEKK2wt PB1 HTS	OXTR agonist	OXTR potentiator	GalR3 antag	MEKK2mut PB1 HTS	NALP1 inh	PfM18AAP inh	V1aR counter
COC(=O)C(NS(=O)(=O)c1ccc(F)cc1)c1ccccc1 (stereo unspecified)	-7	94	-0.9	-2	-6	-6	-3	4	0.2
CCOC(=O)C1=C(N)N2C(=O)C(C)SC2=C(C(=O)OC)C1c1cccc(OC)c1 (stereo unspecified)	-8	87	-1.6	-6	-1	-5	-2	4	0.5
COc1ccc(CN(C2CCCC2)S(=O)(=O)c2ccc(-n3cnnn3)c(OC)c2)cc1OC	-14	95	-0.4	-8	0	0	28	-9	1.4
Cc1nc2ccc(NS(=O)(=O)c3ccc(F)c(F)c3F)cc2s1	/	/	8.9	-12	-7	/	/	/	9.2
CCc1nc(-c2ccccc2)cc(=O)[nH]1	-5	100	-0.2	4	-2	7	-17	0	-0.1
CN(C)S(=O)(=O)c1ccc(Cl)c(NC(=O)COC(=O)CCSc2ccccc2)c1	8	110	-0.9	-7	-3	10	22	-8	3.3
O=C(NCc1ccccc1)C1=C[C@@H](C2CC2)C[C@@H](OCCCCO)O1	6	92	-0.4	5	-6	-9	2	-3	0.4
O=C(CSc1ccc(-c2ccc(Br)cc2)nn1)NC1CCCC1	1	96	-0.6	-7	0	-2	20	-3	0.7
COc1ccc(COc2cc(-c3cccc(OC)c3)nc3ccc(NC(=O)C(C)C)cc23)cc1	13	97	-0.9	-12	-7	6	18	9	0.0
Cc1ccc(C(C[N+](=O)[O-])c2c(-c3ccccc3O)[nH][nH]c2=O)cc1 (stereo unspecified)	-11	97	0.1	0	-1	-4	114*	14	0.7
COc1ccc(NC(=O)CCn2cccc2)cc1	-3	99	0.4	-5	-3	4	3	-1	0.1
CCOC(=O)COc1ccc(C2NC(C(=O)O)CS2)cc1 (stereo unspecified)	-6	107	-0.5	-6	-5	1	2	18	-0.3
CCOC(=O)C(C)Oc1cccc2c(=O)n(CC(=O)NCc3ccc4c(c3)OCO4)ccc12 (stereo unspecified)	-3	110	-0.9	0	/	4	13	1	1.4
Cc1cccc(N2CCN(C(=O)c3cn(C)c(=O)c4c3c3ccccc3n4C)CC2)c1C	-5	/	2.1	-10	/	/	2	-12	1.8
O=[N+]([O-])c1ccc(O)c(/C=N\N=C2c3ccccc3-c3ccccc32)c1	-7	91	9.8	-16	-6	19	8	-4	6.1
CCOc1ccccc1C(=O)NCCC(=O)O	-6	100	1.3	-16	-4	3	1	2	2.1
Cc1ccc([N+](=O)[O-])cc1S(=O)(=O)N1CCCC1	-6	93	0.3	-5	/	-1	8	1	1.5
O=C(NCC(=O)N(c1ccc2c(c1)OCO2)C(C(=O)NC1CCCC1)c1cccs1)c1ccco1 (stereo unspecified)	-8	107	-1.4	-6	-1	6	5	0	-1.4
CCOc1ccc(N(CC(=O)N2CC=C(c3ccccc3)CC2)S(=O)(=O)c2c(C)noc2C)cc1	-15	104	-0.3	2	-2	2	3	-3	0.0
CN(C)c1nc(SCC#N)nc(N(C)C)n1	-5	89	-1.4	5	-5	-7	-3	-2	-0.7
CN1CCN(C(=O)COCc2cc(-c3ccc4c(c3)OCO4)on2)CC1	-6	102	-0.6	-4	-7	-1	28	-4	2.2
Cc1cc2cc(CNC(=O)Cc3ccc([N+](=O)[O-])cc3)ccc2[nH]1	2	92	1.0	-7	-5	-9	4	-2	-0.4
N#CC(=C=[N-])c1nc2ccccc2nc1-[n+]1cccc(NC(=O)c2ccc(F)cc2)c1	-13	100	1.2	-1	-3	-3	-10	2	0.5
Cc1ccc2[nH]c(=O)c(C(c3nnnn3C(C)(C)C)N3CCN(C(=O)c4ccco4)CC3)cc2c1 (stereo unspecified)	6	97	0.0	-3	-6	2	18	1	-0.1
CN(C)c1ccc(N/C=C/C(=O)c2ccc(F)cc2)cc1	-13	113	-0.4	-4	/	11	/	28	-0.9
CC(O)CNC(=O)Cc1cc(=O)[nH]c(=O)[nH]1 (stereo unspecified)	-1	106	0.5	2	-6	0	/	-3	0.1
COc1cccc(C(=O)Nc2ccc3c(c2)CCCN3C(=O)c2cccs2)c1OC	-13	99	-2.0	-10	0	2	15	-7	1.3
O=C(c1ccc(-c2ccccc2)cc1)N1CCN(Cc2ccccn2)CC1	7	104	/	/	-7	6	2	0	/
CC(NC(=O)COC(=O)C1CCN(c2ccc(C(F)(F)F)cn2)CC1)c1ccc(F)cc1 (stereo unspecified)	/	/	12	-12	-6	/	/	/	13
Cc1ccc(CNC(=O)c2cc(-c3ccccc3)nn2Cc2cc(C)no2)cc1	/	/	1.6	-7	-4	/	/	/	0.3
Cc1sc2ncnc(N3CCN(S(=O)(=O)c4ccc(F)cc4)CC3)c2c1C	-3	101	5.7	-7	-7	3	14	-4	5.7
O=c1oc2ccc([N+](=O)[O-])cc2c(N2CCOCC2)c1[N+](=O)[O-]	-2	89	0.3	-8	-6	-12	1	2	-0.5

Four compounds picked at random from the list so far:
SMILES	GPR7 antag	MEKK2wt PB1 HTS	OXTR agonist	OXTR potentiator	GalR3 antag	MEKK2mut PB1 HTS	NALP1 inh	PfM18AAP inh	V1aR counter
Cc1cc2cc(CNC(=O)Cc3ccc([N+](=O)[O-])cc3)ccc2[nH]1	2	92	1.0	-7	-5	-9	4	-2	-0.4
CC(O)CNC(=O)Cc1cc(=O)[nH]c(=O)[nH]1 (stereo unspecified)	-1	106	0.5	2	-6	0	/	-3	0.1
CN(C)c1ccc(N/C=C/C(=O)c2ccc(F)cc2)cc1	-13	113	-0.4	-4	/	11	/	28	-0.9
Cc1ccc(CNC(=O)c2cc(-c3ccccc3)nn2Cc2cc(C)no2)cc1	/	/	1.6	-7	-4	/	/	/	0.3

The list goes on:
SMILES	GPR7 antag	MEKK2wt PB1 HTS	OXTR agonist	OXTR potentiator	GalR3 antag	MEKK2mut PB1 HTS	NALP1 inh	PfM18AAP inh	V1aR counter
O=C(NCc1ccccn1)C(=O)NCc1ccccn1	-9	95	-0.4	-7	-7	-5	0	18	0.1
Cc1ccc(NC(=S)NNC(=O)C2CC2c2ccc(C)cc2)cc1 (stereo unspecified)	-12	93	-1.0	0	-3	1	-17	-3	0.0
Cc1ccc(-c2nnn(CCC(=O)NC(C)(C)C)n2)cc1	-11	100	-0.4	-13	-1	-2	2	-6	0.0
COc1ccc(CN2CCN(S(=O)(=O)c3ccc(F)cc3)CC2)cc1OC	-7	22*[inhibitor]	2.8	-1	-11	-18	18	6	1.1
C=CCN=C1N[C@@H](c2cccc(C(F)(F)F)c2)C(C(=O)OC)=C(C)N1CC	2	103	2.8	-7	-7	5	8	-3	1.0
Cc1ccc(S(=O)(=O)N2CCN(C(=O)COC(=O)/C=C/c3ccc([N+](=O)[O-])cc3)CC2)c(C)c1	/	/	13	-13	-6	/	/	/	7.8
COC(=O)NCc1ccc2c(c1)OCO2	-6	97	-0.6	-7	1	2	-14	-3	1.8
Cc1c(C(=O)N2CCN(Cc3ccc4c(c3)OCO4)CC2)cccc1[N+](=O)[O-]	-11	93	0.4	-6	-4	-2	44	1	0.9
CCc1noc(C)c1C(=O)NNC(=O)c1ccc(N(CC)CC)cc1	/	/	-0.2	-8	1	/	/	/	0.1
CCc1ccc(CN(C)C(=O)CCc2nnc(CCc3cccc(OC)c3)o2)nc1	0	94	-0.4	-3	-5	-6	8	1	-0.5
O=C(Nc1cccc(S(=O)(=O)NC2=NCCC2)c1)c1cc(-c2ccco2)nc2ccccc12	-15	96	0.6	-2	-5	10	7	3	-0.8
CC(C)CCN(C(=O)CNC(=O)c1ccco1)C(C(=O)NC1CCCCC1)c1ccco1 (stereo unspecified)	10	105	-1.7	-13	-5	3	6	-9	0.1
S=C(NCc1ccco1)Nc1ccc(Oc2ccc(Cl)cc2)cc1	-4	96	0.2	-13	-6	-10	22	-11	1.4
CC1CCN(CCOc2ccc(C(=O)c3ccccc3)cc2)CC1	-8	112	1.3	-2	-11	5	2	3	0.0
Cc1sc2ncn(CC(=O)NCCCC(=O)N3CCN(c4ccccc4)CC3)c(=O)c2c1C	9	92	-1.2	-2	-1	-1	11	-12	-0.4
CCN(C(=O)[C@@H]1CCCN1C(=O)c1cccs1)c1nc2cc(Cl)ccc2s1	-3	99	-1.1	4	1	-1	47	3	0.6
COc1cc(NS(=O)(=O)c2ccc(NC(=O)COc3ccc(C)cc3C)cc2)nc(OC)n1	-7	93	-0.6	-3	-3	-4	6	0	-1.0
COc1ccc(CNC(=O)C(c2ccc(C)o2)N(C(=O)c2snc(C(N)=O)c2N)c2ccccc2OC)cc1 (stereo unspecified)	-6	96	-1.1	-13	-12	1	7	-2	1.0
O=C(Nc1ccccc1F)NC1CCN(Cc2nnnn2Cc2ccc(F)cc2)CC1	4	97	-0.5	-14	-5	-2	-8	-3	0.6
CCn1c(COc2ccccc2)nnc1SCC(=O)C(C)(C)C	-3	105	2.6	-9	0	19	-29	-3	1.1
O=C(NCc1nnc(SCC(=O)N2CCCCC2)o1)c1c(F)cccc1Cl	-14	96	0.1	1	-10	0	0	0	0.8
